PV pol inh – poliovirus RNA polymerase inhibition; AID 588519; 150,000 tested, 0.66% active; P03300; poliovirus polymerase elongation, fluorescence polarization; hits give low values; % elongation, % (compound at 16.7 µg/mL); in the data active = % elongation below about 90%; note: some results filed as inactive read as strong as hits
Target sequence (P03300 1749-2209 limits assumed): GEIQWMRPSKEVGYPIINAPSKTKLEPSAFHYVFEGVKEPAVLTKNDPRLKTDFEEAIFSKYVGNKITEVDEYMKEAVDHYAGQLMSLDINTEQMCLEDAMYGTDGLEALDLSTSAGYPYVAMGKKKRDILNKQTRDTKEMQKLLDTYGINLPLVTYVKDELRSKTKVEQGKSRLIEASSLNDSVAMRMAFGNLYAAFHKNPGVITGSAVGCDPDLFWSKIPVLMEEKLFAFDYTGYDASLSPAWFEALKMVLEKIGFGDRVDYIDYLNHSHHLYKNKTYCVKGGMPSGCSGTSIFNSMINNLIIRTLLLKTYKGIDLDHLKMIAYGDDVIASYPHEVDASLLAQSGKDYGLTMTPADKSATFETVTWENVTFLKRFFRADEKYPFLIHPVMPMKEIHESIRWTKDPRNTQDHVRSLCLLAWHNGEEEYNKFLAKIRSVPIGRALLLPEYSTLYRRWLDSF
PV pol inh FP z-score – also measured in PV pol inh; calls as there; z-score; measured here: FP z-score; hits read low
An asterisk follows results filed as active. An excerpt (hit frequency here may not be typical).

SMILES	PV pol inh	PV pol inh FP z-score
COc1ccc(Nc2ncc3c(n2)CCN(Cc2ccccc2C)C3)c(OC)c1	108.0	0.3
Cc1nccn1CCCN	101.0	-0.1
COC(=O)Nc1sc2c(c1C(=O)OC)CCC2	101.0	0.3
O=C1c2ccccc2C(=O)c2c1oc1c3c(ccc21)OCN(C1CCCC1)C3	83.0*	-2.8*
Cc1cc(C)n2ncc(/C(N)=N/OC(=O)Nc3ccccc3)c2n1	101.0	-0.3
CCOC(=O)c1cc(-c2ccc(OC(F)F)cc2)nc2nc(SC)[nH]c(=O)c12	102.0	-0.1
Cc1cc(C)cc(Nc2cc(-c3ccccc3)nc(C)n2)c1	108.0	0.3
Nc1nonc1-c1nc2ccccc2n1Cc1c(Cl)cccc1Cl	116.0	1.3
NC(=O)c1nc(Nc2ccccc2)sc1NC(=O)c1c(F)cccc1F	98.0	-2.2
CCCOC(=O)c1ccc2c(c1)C(=O)NC2=O	102.0	0.1
O=C(NCc1ccccc1Cl)NCc1noc2ccccc12	108.0	0.3
CC1(C)Cc2cccc(OCC(=O)NCC(F)(F)F)c2O1	100.0	-0.4
CCc1ccccc1NC(=O)Cn1nc(N2CCN(c3ccccc3OC)CC2)ccc1=O	106.0	-0.2
S=C(Nc1ccccc1)Nc1ccccc1-c1nc2ccccc2[nH]1	97.0	-1
CCOC(=O)c1cc2c(=O)n3ccccc3nc2n(Cc2ccco2)c1=NC(=O)c1ccc(F)cc1	98.0	-2.1
O=C1CCC(C(=O)OCC(=O)Nc2ccc(F)cc2)=NN1	105.0	0.1
O=C(Oc1ccc2c(c1)OCO2)c1ccc(CS(=O)(=O)c2ccccc2)o1	101.0	-0.2
COc1cc(C=Nc2ccc3c(c2)OCO3)ccc1OC(=O)c1ccco1	102.0	0.1
Cc1nccc2c1[nH]c1ccccc12	99.0	0
C(=N\c1nc2ccccc2s1)/c1cccnc1	99.0	-0.5
CCn1c2ccccc2c2cc(NC(=O)c3ccc(OC)c(OC)c3)ccc21	102.0	-0.1
Cc1nc(NC2CC2)c2c3c(sc2n1)CCC3	95.0	-1.1
CC(=O)N1CCc2c(sc3nc(SCc4ccc(C)cc4)n(Cc4ccco4)c(=O)c23)C1	102.0	0.1
O=C(Cn1c(=O)n(-c2ccc(F)cc2)c(=O)c2sccc21)Nc1cccc(C(F)(F)F)c1	105.0	-0.2
O=C1Nc2ccccc2N(O)N1c1nccs1	102.0	0.1
CC(Oc1ccccc1)C(=O)N(CC#N)CC#N (stereo not given)	96.0	-1.4
COC(=O)/C(C#N)=C1/C=Cc2ccccc2N1	98.0	-0.4
O=C(CSc1nnc(-c2ccccc2)o1)c1cccc(C(F)(F)F)c1	108.0	0.2
COc1ccccc1NC(=O)NC(CC(=O)O)c1ccc(C)cc1 (stereo not given)	100.0	-0.2
CC1CCc2c(sc3ncnc(NS(=O)(=O)c4cccs4)c23)C1 (stereo not given)	104.0	0.2
COc1ccc(-c2nc(CNC(=O)Nc3ccccc3)c(C)o2)c(OC)c1	109.0	0.6
CN(Cc1cccc(F)c1)C(=O)COC(=O)c1ccc2c(c1)NC(=O)CS2	102.0	0
O=C(C1CC1)N1CCN(c2ccc(F)cc2)CC1	100.0	0.2
O=C1/C(=C\c2c[nH]c3ccccc23)C(c2ccccc2)Oc2ccccc21 (stereo not given)	140.0	6.5
C[C@@H]1CC[C@@]2(OC1)OC1CC3C4CC=C5C[C@@H](O)CC[C@]5(C)C4CC[C@]3(C)C1[C@@H]2C (stereo not given in full)	102.0	0.4
Cc1ccc(CNC(=O)c2cc(S(=O)(=O)N3CCCC(C)C3)cn2C)cc1 (stereo not given)	113.0	1.7
CC(C)n1c(=O)c2oc3ccccc3c2n(CC(=O)Nc2ccccc2Cl)c1=O	107.0	0.1
COCCn1c(C)cc(/C=C(\C#N)C(=O)OCc2cc(=O)n3c(n2)sc2ccccc23)c1C	103.0	0.2
CC1SCCN1S(=O)(=O)c1ccc2ccccc2c1 (stereo not given)	99.0	-0.2
NNC(=O)Nc1ccc(C(F)(F)F)cc1Cl	102.0	0.2
N#Cc1ccc(CSc2ncnc3ccccc23)cc1	102.0	0.1
COc1ccc(CNC(=O)C2CCN(c3nc4cccnc4s3)CC2)c(OC)c1	100.0	-0.6
Cc1cc(NC(=O)Cc2ccccc2)ccc1-c1cc2ccccc2oc1=O	104.0	0.1
Cc1ccc(NC(=O)Cn2ccn(-c3ccc(F)c(F)c3)c(=O)c2=O)cc1C	108.0	0.4
C[n+]1cccc(C(=O)NO)c1	101.0	0
O=C(NCC1CCN(S(=O)(=O)c2ccc(Cl)cc2)CC1)C1CCCO1 (stereo not given)	104.0	0.9
CC(=O)N1CCc2cc(Br)cc(S(=O)(=O)CCC(=O)N3CCN(c4ccc(F)cc4)CC3)c21	101.0	-1.2
Cc1ccc(NC(=O)N2CCC(CN3CCC(C)CC3)CC2)cc1F	107.0	-0.4
CNC(=O)Nc1ccccc1NC(=O)NC	96.0	-0.6
CCN1CCN(c2cc(C)c3cc(NC(=O)CCC(=O)Nc4ccc5c(c4)OCCO5)ccc3n2)CC1	101.0	0
Cc1cc(C)c2c(NC(=O)c3ccccc3)c(C(=O)Nc3ccc(F)cc3)sc2n1	103.0	0.1
Cc1oc(-c2ccc(C(=O)NCc3ccc(Cl)cc3)cc2)nc1CS(=O)(=O)c1ccccc1	106.0	-0.2
C=C[C@H]1CN2CC[C@H]1C[C@H]2[C@H](O)c1ccnc2ccccc12	101.0	0.3
O=C1OCC2=C1C(c1ccc3c(c1)OCO3)c1c(ccc3ccccc13)N2 (stereo not given)	102.0	0.1
Cc1ccc(Cn2nnnc2CN2CCC(NC(=O)C(C)(C)C)CC2)cc1	103.0	0.7
COc1ccccc1C(CC(=O)N1CCCC1)c1ccc2c(c1)OCO2 (stereo not given)	108.0	0.4
O=C(Cn1cnc2c(cnn2-c2ccccc2)c1=O)NCc1ccco1	101.0	0.1
O=C(CNc1ccccc1N1CCCCC1)Nc1ccc(S(=O)(=O)N2CCCCC2)cc1	105.0	0.3
Cc1cccc(CCNC(=O)CCS(=O)(=O)c2cc3c(cc2C)NC(=O)CO3)c1	109.0	0.6
O=C(O)Cn1nc(-c2ccccc2)oc1=O	102.0	-0.1

The results go on.
SMILES	PV pol inh	PV pol inh FP z-score
O=c1c(Cc2ccccc2)c(O)c2ccccc2n1-c1ccccc1	105.0	0
N#CC1(NC(=O)COC(=O)C2CC3CCCC(C2)C3=O)CCCC1 (stereo not given)	100.0	-0.4
O=C(c1ccc2c(c1)N(Cc1cccc(F)c1)C(=O)c1ccccc1S2)N1CCCCC1	100.0	-0.8
COc1cc(/C=C/C(=O)O)cc(Br)c1O	103.0	0.3
COc1cccc(CNC(=O)C(=O)NCC(c2cccs2)S(=O)(=O)c2ccccc2)c1 (stereo not given)	110.0	0.7
Cc1ccc(NC(=O)N(CCc2ccncc2)C(C)C)cc1C	102.0	0.5
O=C(Nc1ccc(Oc2ccccc2)cc1)C1CCN(S(=O)(=O)c2ccccc2)CC1	107.0	0.8
CCOc1ccc(NC(=O)CNc2ccc(S(=O)(=O)N(C)C)cc2)cc1OCC	103.0	0
COC(=O)c1c(C)sc(-c2c(-c3ccc(OC)c(F)c3)[nH]c3c2c(=O)n(C)c(=O)n3C)c1O	114.0	0.6
CC(Sc1nnc2c(n1)[nH]c1ccccc12)C(=O)NC(C)(C)C (stereo not given)	101.0	-0.2
O=C(O)CCCC(=O)N1CCN(Cc2ccc3c(c2)OCO3)CC1	103.0	0.3
CC1CCN(S(=O)(=O)c2ccc3c(c2)CCC(=O)N3CC(=O)Nc2cccc(C#N)c2)CC1	106.0	0
O=C(CCC1CCCCC1)Nc1c[nH]c(=O)[nH]c1=O	102.0	0.3
COc1ccc(CCC(=O)c2c(O)cc(O[C@@H]3O[C@H](CO)C(O)[C@H](O)C3O[C@@H]3O[C@@H](C)[C@H](O)[C@@H](O)[C@H]3O)cc2O)cc1O (stereo not given in full)	100.0	0.1
CCOc1ccc(OCC)c(S(=O)(=O)N2CCN(C34CC5CC(CC(C5)C3)C4)CC2)c1	104.0	0.4
CCCCN(CCCC)CCCNC(=O)Cn1cc2c(n1)-c1c(oc(C(=O)N3CCCC3)c1C)CC2	109.0	0.3
O=C(/C=C/c1ccccc1)OCc1ncc(-c2ccccc2)o1	104.0	0.2
CCOc1ccc2nc(NC(=O)C3=NNC(=O)CC3)sc2c1	103.0	-0.1
N#C/C(=C\Nc1cccc(Cl)c1)S(=O)(=O)c1ccc(Cl)cc1	106.0	0.3
Cc1oc(-c2ccc(C(=O)Nc3cc(F)ccc3F)cc2)nc1COc1ccccc1	107.0	0
CCCN1CC=C2C(C1)C(c1ccc(C(=O)OC)cc1)C(C#N)=C(N)C2(C#N)C#N (stereo not given)	91.0	-3.3
Cc1ccc2c(=O)[nH]c(Cc3ccccc3C(=O)O)nc2c1	102.0	0.4
Cc1ccccc1CS(=O)(=O)Cc1ccc(C(=O)Nc2noc3ccccc23)o1	98.0	-0.4
CCOC(=O)C1CCCN(C(=O)CCNC(=O)Cn2ccc3ccccc3c2=O)C1 (stereo not given)	100.0	0
CCn1c(C)nc2cc(-c3nnc4n3-c3ccccc3SC4)ccc21	110.0	1
CCC(C)OC(=O)/C(C#N)=C/c1ccc(-c2ccc(Br)cc2)o1 (stereo not given)	107.0	0.2
Cc1nc2ccn(Cc3ccccc3)c(=O)c2cc1C(=O)Nc1ccc(F)cc1Cl	114.0	1.8
CC1Cc2ccccc2N1C(=O)CSc1nnnn1C(C)C (stereo not given)	102.0	0
CCOc1cc(C(=O)Nc2ccc(-c3nc4ncccc4o3)cc2C)cc(OCC)c1OCC	100.0	-1
Cc1ccc(CCNC(=O)CCSCc2ccccc2Cl)cc1	107.0	-1
COc1ccc(-c2nc3scc(CCNS(=O)(=O)c4ccc5c(c4)OCCO5)n3n2)cc1	105.0	-0.5
CCc1ccc(Cn2c(CNS(=O)(=O)c3ccc(F)c(Cl)c3)nc3cccnc32)cc1	99.0	-2
c1ccc(-c2noc(-c3ccc4c(c3)OCO4)n2)cc1	105.0	1
CC1CCC(NC(=O)c2ccc(CS(=O)(=O)c3c(Cl)cccc3Cl)o2)CC1 (stereo not given)	105.0	0
O=C(COC(=O)C(Cc1c[nH]c2ccccc12)NC(=O)c1ccc(Cl)cc1)c1ccc(Cl)cc1 (stereo not given)	109.0	0.7
Cc1oc2c(c1C(=O)O)C(=O)c1ccccc1C2=O	66.0*	-10.1*
CCO/C=C1\C(=O)N(Cc2ccccc2)C(=O)c2ccccc21	62.0*	-13.4*
CCCCn1c(SCC(=O)c2ccccc2)nc2sc3c(c2c1=O)CCCC3	106.0	0.3
CSC(=NC(=O)c1c(Cl)cccc1Cl)N1CCOCC1	103.0	0.4
O=C(Nc1ccc(Cl)cc1)c1cc2c(-c3ccccc3)nn(-c3ccccc3)c2s1	107.0	0.3
CCOC(=O)CSc1nc2ccc(NC(=O)COc3ccccc3)cc2s1	112.0	1.2
S=C(SCc1ncon1)N1CCSCC1	109.0	1
Cc1cc(C)c(NC(=O)c2sc3nc(C)cc(C)c3c2NC(=O)c2ccccc2)c(C)c1	100.0	-1.3
OCCNc1ncnc2sc3c(c12)CCCC3	104.0	0.1
C=CCn1c(SCC(=O)N(C)C2CCS(=O)(=O)C2)nc2ccccc2c1=O (stereo not given)	108.0	0.6
CCOC(=O)N1CCc2c(sc(NCc3ccc(OC)c(OC)c3OC)c2C(=O)Nc2ccc(OC)cc2OC)C1	101.0	-0.4
Nn1c(=O)c2ccccc2n2c(SCC(=O)N(c3ccccc3)c3ccccc3)nnc12	102.0	0
CS/C(N)=N/C(N)=Nc1ccc(Cl)cc1	103.0	-0.5
O=C(CSc1ccccn1)NCC(=O)c1ccccc1	100.0	-0.1
Cn1c(C(C#N)C(=O)c2ccc(Cl)c(S(=O)(=O)N3CCCCCC3)c2)nc2ccccc21 (stereo not given)	153.0	5.2
Cc1cc(=O)oc2cc(NC(=S)NCCN3CCCCC3)ccc12	100.0	-0.3
COc1ccc2c(c1)c(CC(=O)Nc1nnc(-c3ccccc3)o1)c(C)n2C(=O)c1ccc(Cl)cc1	106.0	0.5
O=C(O)CCN(Cc1ccco1)S(=O)(=O)c1cccc2nsnc12	101.0	0
Oc1ccc(C(=S)N2CCN(Cc3ccccc3)CC2)cc1	98.0	-0.6
Cc1cccc(C(=O)NCCCn2ccnc2)c1	102.0	0.3
CN(Cc1nnc(-c2ccc(Cl)cc2)o1)S(=O)(=O)c1ccc2ccccc2c1	104.0	0.4
CN1C(=O)c2ccccc2N2C(=O)CCC12C(=O)OCc1ccc(C#N)cc1 (stereo not given)	99.0	-0.5

Compound activity from PubChem.
